Ba/F3 V617F tox = reduced viability of JAK2V617F-dependent Ba/F3 cells, primary screen, JAK2V617F inhibitor project, cell-based, Ba/F3 EpoR-JAK2V617F, luminescence | ATP luminescence | inhibition, % at 5.6 µM | hit rate 1.1% among 220,000 | AID 1446, 2008;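 active means inhibition above the campaign mean plus 3 SD over all tested compounds, cut at about 24% in these data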;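 further: cytokine-independent growth of Ba/F3 cells driven by EpoR plus mutant JAK2; 0% = DMSO-treated cells and 100% = JAK inhibitor I control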
RBBP9 inhibitor = human RBBP9 inhibitors, primary screen, biochemical, fluorescence polarization, FP-Rh probe, HTS. AID 1515, 2009. recombinant RBBP9. Serine hydrolase RBBP9 (Homo sapiens), O75884. hit rate 0.2% among 220,000. inhibition, % at 7.94 µM;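 active means inhibition above the campaign mean of all tested compounds plus 3 SD, cut at about 14% in these data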;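 further: plate controls were DMSO wells with RBBP9 for no effect and wells lacking RBBP9 protein for full effect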
Target sequence (O75884 whole entry, looked up): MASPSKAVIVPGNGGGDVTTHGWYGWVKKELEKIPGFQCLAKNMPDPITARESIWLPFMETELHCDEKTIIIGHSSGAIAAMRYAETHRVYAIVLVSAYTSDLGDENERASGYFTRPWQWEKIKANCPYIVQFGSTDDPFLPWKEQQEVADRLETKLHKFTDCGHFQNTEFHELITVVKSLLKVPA
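system = RBBP9 protein | input = RBBP9 at 2.5 µM in dispensed solution, before mixing | measured by = fluorescence polarization (mP), excitation 525 nm, emission 598 nm | incubation = enzyme-compound preincubation 30 min, then probe labeling 45 min, 25 °C | buffer or medium = Tris-NaCl-Pluronic buffer, pH 8.0 | compound = single dose 7.94 µM | also added = FP-Rh probe, 375 nM dispensing solution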
NPY Y1 blocker = NPY-Y1 receptor antagonists, primary screen, cell-based | inhibition, % at 3.6 µM | Neuropeptide Y receptor type 1 (Homo sapiens), P25929 | AID 1040, 2008 | hit rate 1% among 200,000 | HEK293-CNG Y1 cells, membrane potential fluorescence; NPY at EC95, then isoproterenol;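 active means inhibition above the campaign mean inhibition of all tested compounds plus 3 SD, cut at about 20% in these data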;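 further: 0% = DMSO wells given NPY plus isoproterenol and 100% = isoproterenol alone without NPY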
Target sequence (P25929 whole entry, looked up): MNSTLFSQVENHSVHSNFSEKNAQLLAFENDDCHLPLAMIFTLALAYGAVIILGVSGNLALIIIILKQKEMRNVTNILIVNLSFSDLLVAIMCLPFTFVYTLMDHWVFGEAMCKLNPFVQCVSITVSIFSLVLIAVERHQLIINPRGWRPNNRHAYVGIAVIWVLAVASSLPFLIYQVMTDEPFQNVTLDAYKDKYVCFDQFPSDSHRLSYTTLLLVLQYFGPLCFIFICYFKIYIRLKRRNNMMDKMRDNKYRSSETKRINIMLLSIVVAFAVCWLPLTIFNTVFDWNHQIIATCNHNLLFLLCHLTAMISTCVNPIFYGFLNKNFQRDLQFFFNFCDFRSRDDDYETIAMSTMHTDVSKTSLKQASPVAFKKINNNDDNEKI
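Material: Y1- and CNG-channel-expressing HEK293 cells / Probe or stimulus: NPY 25 nM then isoproterenol 1 µM plus Ro 20-1724 25 µM / Doses: 3.6 µM single dose, DMSO 0.4% / Schedule: compound incubation 1 h at room temperature, readout 45 min post-stimulation / Signal: membrane potential fluorescence / Benchmarks: isoproterenol-only wells as full block versus NPY-plus-isoproterenol wells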
S1P4 antag = S1P4 receptor antagonists, primary screen, cell-based | Sphingosine 1-phosphate receptor 4 (Homo sapiens), O95977 | S1P4-expressing cells, antagonist mode, reporter read-out | inhibition, % at 4.98 µM | hit rate 0.26% among 220,000 | AID 1510, 2009; in the data active means inhibition above about 29%;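 further: 0% = wells stimulated with agonist and 100% = vehicle wells without agonist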
NPY-Y1 PAM-ag = NPY-Y1 receptor potentiators or agonists, primary screen, cell-based; hit rate 0.37% among 220,000; activation, % at 3.6 µM; NPY-Y1 expressing cells, potentiator/agonist activation; AID 1304, 2008; in the data active means activation above about 33%, passing the limit was not always enough;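 further: cells stimulated with NPY at EC10 then isoproterenol at EC100; 0% = low agonist plus stimulus and 100% = saturating agonist plus stimulus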
BaF3 parental = parental Ba/F3 cell viability inhibition, counter-screen for JAK2V617F inhibitor project, murine pro-B, CellTiter-Glo luminescence | CellTiter-Glo ATP luminescence | inhibition, % at 5.6 µM | hit rate 1.1% among 220,000 | AID 1486, 2009;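 active means inhibition above a per-campaign cutoff, the mean inhibition of all tested compounds plus 3 SD, cut at about 27% in these data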;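 further: 0% = DMSO wells and 100% = JAK Inhibitor I control wells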
NPY-Y2 PAM-ag = NPY-Y2 potentiators or agonists, primary screen, cell-based | cells expressing NPY-Y2, potentiator/agonist read-out | activation, % at 3.6 µM | hit rate 0.45% among 220,000 | AID 1359, 2008; in the data active means activation above about 27%;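 further: cells stimulated with NPY near EC25 plus isoproterenol at EC100; 0% = vehicle plus submaximal agonist and 100% = vehicle plus saturating agonist; some results beyond the cut were filed as inactive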
Target sequence (P49146 whole entry, looked up): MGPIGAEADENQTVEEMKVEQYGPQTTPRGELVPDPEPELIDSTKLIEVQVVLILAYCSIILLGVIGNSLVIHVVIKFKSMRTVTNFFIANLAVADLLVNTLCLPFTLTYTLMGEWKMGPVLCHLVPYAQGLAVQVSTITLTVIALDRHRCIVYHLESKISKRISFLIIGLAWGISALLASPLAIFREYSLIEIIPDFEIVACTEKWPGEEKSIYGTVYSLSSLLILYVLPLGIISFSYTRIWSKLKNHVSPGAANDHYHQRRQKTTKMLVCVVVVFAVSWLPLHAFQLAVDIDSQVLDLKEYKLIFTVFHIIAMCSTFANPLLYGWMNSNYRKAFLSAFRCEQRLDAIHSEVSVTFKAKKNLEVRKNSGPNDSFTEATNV
S1P4 agonist = S1P4 receptor agonists, primary screen, cell-based | Sphingosine 1-phosphate receptor 4 (Homo sapiens), O95977 | S1P4-expressing cell line, agonist reporter assay | activation, % at 4.98 µM | hit rate 0.35% among 220,000 | AID 1509, 2009; in the data active means activation above about 11%;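 further: 0% = DMSO vehicle and 100% = reference agonist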
Runt-CBFb FRET = inhibitors of RUNX1 Runt–CBFb binding, primary screen, biochemical, FRET, Cerulean-Runt, Venus-CBFb, uHTS; AID 1496, 2009; hit rate 0.46% among 220,000; inhibition, % at 20 µM; Cerulean-Runt/Venus-CBFb FRET ratio 530/480, 1 h;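 active means inhibition over about 50% at 20 µM in the single-dose screen, limit read from the data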;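 further: 0% = DMSO wells and 100% = excess unlabeled CBFb competitor control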
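test system = Cerulean-tagged RUNX1 Runt domain (FRET donor) fusion protein | reagent = Venus-CBFb binding partner, 100 nM | incubation = protein complex preformed 1 h, compound exposure 1 h, room temperature, dark | detection = FRET fluorescence | read-out basis = loss of energy transfer signal | controls = 5 µM unlabeled CBFb as full-inhibition high control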
Numbers without * were called inactive; x = no result given; & = joins results of further samples.

canonical_smiles	Runt-CBFb FRET	S1P4 antag	RBBP9 inhibitor	NPY-Y2 PAM-ag	S1P4 agonist	NPY Y1 blocker	NPY-Y1 PAM-ag	BaF3 parental	Ba/F3 V617F tox
CC(C)(C)c1ccccc1NC(=O)Cn1cnc2cc([N+](=O)[O-])ccc2c1=O	-4	-23	-6	13	-0.8	-2	14	6	2
O=C(N/C(=C/c1ccc(Br)cc1)c1nc2ccccc2[nH]1)c1ccco1	-1	-32	-5	6	0.5	7	-2	4	1
O=C(N/N=C/c1ccc(Cl)cc1)c1cc(-c2cccnc2)nc2ccccc12	-8	-11	-9	-19	-1.5	5	-2	8	-2
O=C(Nc1cc(Cl)cc(Cl)c1)c1ccc(Cn2c(=O)[nH]c3ccsc3c2=O)cc1	-2	-1	-6	21	2.4	-7	46*	4	-2
Cc1oc2c(c1C(=O)N1CCOCC1)C(=O)c1ccccc1C2=O	5	10	-8	4	4.6	-4	-14	14	4
COC(=O)Nc1[nH]ncc1[N+](=O)[O-]	-1	-9	4	1	-1.3	6	-2	1	-7
O=C(OCCN1CCCC1)C1(c2ccccc2)CCCC1	1	0	2	-9	-0.9	1	-13	7	-2
Cc1ccc2c(CN3CCC(C)CC3)cc(=O)oc2c1	1	4	-1	-19	0.6	5	-11	8	6
CNC(=S)N/N=C/c1ccc(-c2cc([N+](=O)[O-])ccc2Cl)o1	9	-11	3	6	2.1	-1	-6	4	0
COC(=O)CCN(C(=O)c1cc(OC)c(OC)c(OC)c1)c1ccccn1	1	-2	1	2	-0.8	-1	-41	4	0
O=[N+]([O-])c1ccccc1/C=C/C=N/N1CCCCC1	0	-1	-5	3	0.8	-1	7	4	2
Fc1ccc(Nc2nc(NCc3ccco3)c3ccccc3n2)cc1	0	2	5	-20	-0.6	x	-1	4	-2

The results go on:
canonical_smiles	Runt-CBFb FRET	S1P4 antag	RBBP9 inhibitor	NPY-Y2 PAM-ag	S1P4 agonist	NPY Y1 blocker	NPY-Y1 PAM-ag	BaF3 parental	Ba/F3 V617F tox
COc1cc(C=Nc2c(C)cc(C)cc2C)ccc1OC(C)=O	1	-12	-3	-3	-0.7	0	2	12	4
O=C(NC(Cc1c[nH]c2ccccc12)C(=O)N1CCOCC1)c1cccs1 (configuration not stated)	0	-19	-7	-8	0.6	0	5	2	-3
COc1ccc(NC(=O)c2cc([N+](=O)[O-])ccc2N2CCCC2)cc1	-1	-17	-1	-11	1.8	8	-5	5	4
CNc1cc([N+](=O)[O-])ccc1N/C=C/C(=O)c1ccc2c(c1)OCO2	1	-15	-2	-11	-2.9	0	8	9	0
CCc1cccc(C)c1NC(=O)Cn1c(NCCO)nc2ccccc21	1	-2	-6	12	0.3	8	2	0	-4
c1cnc(N2CCN(Cc3ccc4c(c3)OCO4)CC2)nc1	1&-2	16&-16	1&-9	-8&0	0.7&1.3	-2&1	4&3	-2&9	0&2
CN1/C(=C\C=C2\N=C(c3ccc(F)cc3)OC2=O)C(C)(C)c2ccccc21	-2	-6	-9	9	0.8	2	-9	30*	9
CCCN1CNc2c(c(=O)[nH]c(=S)n2CCc2ccc(OC)c(OC)c2)C1	5	0	0	-7	0.2	2	5	3	0
Cc1ccc(C(=O)CCC(=O)N2CCC(C(N)=O)CC2)cc1	-1	0	-6	2	1.2	-2	18	11	1
CCCOC(=O)Oc1ccc2c(=O)c(Oc3cc(C)cc(C)c3)coc2c1	-3	9	-6	16	-1.7	4	13	11	8
COc1ccccc1NC(=O)/C=C/c1ccc(OC)c(S(=O)(=O)N2CCOCC2)c1	-1	-12	0	1	1.1	-5	-9	5	6
O=C(CN(c1cccc(Cl)c1)S(=O)(=O)c1ccc(Cl)cc1)N1CCc2ccccc2C1	-2	4	-9	-18	1.5	3	-32	5	4

Further results.
canonical_smiles	Runt-CBFb FRET	S1P4 antag	RBBP9 inhibitor	NPY-Y2 PAM-ag	S1P4 agonist	NPY Y1 blocker	NPY-Y1 PAM-ag	BaF3 parental	Ba/F3 V617F tox
CCOCCCNC(=O)N1CCOCC1	0	-8	-4	3	-0.3	6	2	8	1
Cc1onc(-c2c(Cl)cccc2Cl)c1C(=O)NCCCN1CCOCC1	-2	4	10	-1	1.4	-1	6	0	-5
COC(=O)c1c(C)[nH]c(C(=O)N2CCN(c3ccc(OC)cc3)CC2)c1C	-1	11	-4	-8	-1.3	1	-15	9	1
NC(=O)COc1ccc2c3c(c(=O)oc2c1)CCCCC3	2	2	0	16	-3.9	0	-14	2	-3
COc1ccccc1C(=O)N/C(=N/c1nc(C)cc(C)n1)Nc1ccccc1	-1	4	2	-12	0.3	x	-20	-2	-5
CC(=O)[C@@]1(O)CC[C@H]2[C@@H]3C[C@H](C)C4=CC(=O)CC[C@]4(C)[C@H]3CC[C@@]21C	-2	-17	-5	14	1.3	2	-11	-6	1
COCCNC(=O)C/C(C)=N/NC(=O)C(=O)NC1CCCCC1	0	-22	-11	-1	2.0	-2	-5	2	-3
Cn1nc2sc3ccccc3n2c(=O)c1=O	-1	-10	3	7	1.5	x	22	3	-4
COc1ccccc1OCCN(C#N)c1nc(N(C)C)nc(N(C)C)n1	-4	-9	0	-11	1.3	5	-8	1	-1
O=c1c2c3c(sc2ncn1Cc1ccc(F)cc1)CCC3	1	1	0	6	-2.2	2	4	5	-5
CC1(C)c2ccccc2N2CC(=O)NC21/C=C/c1ccco1 (configuration not stated)	-88	4	-5	-4	-1.0	1	-4	3	-1
O=c1[nH]c(CSc2ncn[nH]2)nc2ccccc12	-1	-1	-3	11	2.2	x	12	0	-5

Reprinted at random: 2 entries already listed.
canonical_smiles	Runt-CBFb FRET	S1P4 antag	RBBP9 inhibitor	NPY-Y2 PAM-ag	S1P4 agonist	NPY Y1 blocker	NPY-Y1 PAM-ag	BaF3 parental	Ba/F3 V617F tox
O=c1[nH]c(CSc2ncn[nH]2)nc2ccccc12	-1	-1	-3	11	2.2	x	12	0	-5
Cc1onc(-c2c(Cl)cccc2Cl)c1C(=O)NCCCN1CCOCC1	-2	4	10	-1	1.4	-1	6	0	-5

Returning to the listing with the six entries that preceded the break.
canonical_smiles	Runt-CBFb FRET	S1P4 antag	RBBP9 inhibitor	NPY-Y2 PAM-ag	S1P4 agonist	NPY Y1 blocker	NPY-Y1 PAM-ag	BaF3 parental	Ba/F3 V617F tox
COCCNC(=O)C/C(C)=N/NC(=O)C(=O)NC1CCCCC1	0	-22	-11	-1	2.0	-2	-5	2	-3
Cn1nc2sc3ccccc3n2c(=O)c1=O	-1	-10	3	7	1.5	x	22	3	-4
COc1ccccc1OCCN(C#N)c1nc(N(C)C)nc(N(C)C)n1	-4	-9	0	-11	1.3	5	-8	1	-1
O=c1c2c3c(sc2ncn1Cc1ccc(F)cc1)CCC3	1	1	0	6	-2.2	2	4	5	-5
CC1(C)c2ccccc2N2CC(=O)NC21/C=C/c1ccco1 (configuration not stated)	-88	4	-5	-4	-1.0	1	-4	3	-1
O=c1[nH]c(CSc2ncn[nH]2)nc2ccccc12	-1	-1	-3	11	2.2	x	12	0	-5
Cc1nnc(SCc2cccc(Oc3ccccc3)c2)n1N	-1	-4	-1	-13	0.0	-2	1	11	3
O=c1c2ccccc2nc(COc2ccccc2)n1/N=C/c1ccc(O)c(O)c1	2	-7	-6	1	0.9	x	21	-2	-1
COc1ccc(NC(C)=O)cc1NC(=O)CCn1c(=O)sc2ccccc21	-1	-11	-3	-3	1.5	-1	-2	4	-3
CCOC(=O)c1cnc(SCC(=O)Nc2sc(C)c(C)c2C#N)nc1N	1	-16	-5	18	0.7	3	-21	6	1
Cc1ccc(C)c(NC(=O)C2CC=CCC2C(=O)O)c1 (configuration not stated)	-2	-4	-11	8	-0.1	-1	13	0	-1
COc1ccccc1N(C(C)=O)c1nc(C)cc(C)c1C#N	-1	-10	1	12	-1.0	4	10	2	-1
COC(=O)c1cc(NS(=O)(=O)c2ccc(NCc3cccnc3)c(N)c2)cc(C(=O)OC)c1	3	-26	-1	-2	4.0	-13	19	2	-5
Fc1ccc(CN(Cc2ccccc2)C(c2cccs2)c2nnnn2C2CCCCC2)cc1 (configuration not stated)	-1	-24	-5	-3	-0.8	0	10	5	3
CCOc1ccc(C(=O)N/N=C/c2cccc3cccnc23)cc1	-4	-8	-6	-26	-1.1	8	0	2	-4
CCOC(=O)CSc1ccc2nnc(-c3ccncc3)n2n1	0	-12	-6	-4	-1.2	0	-18	6	-1
COc1ccccc1-n1cc(-c2ccc(Cl)cc2)[nH]c1=O	4	-21	4	-6	-0.3	-8	7	6	-1
N#C/C(=C(/O)COC(=O)COc1cccc(Br)c1)c1nc2ccccc2[nH]1	3	-10	-6	-17	1.8	x	-2	-8	3

(continued)
canonical_smiles	Runt-CBFb FRET	S1P4 antag	RBBP9 inhibitor	NPY-Y2 PAM-ag	S1P4 agonist	NPY Y1 blocker	NPY-Y1 PAM-ag	BaF3 parental	Ba/F3 V617F tox
COc1ccc(O[C@H]2C=C[C@@H](c3ccccc3)O[C@@H]2COC(=O)CC/C(C)=N/O[C@H](C)c2cn([C@@H]3COC[C@H]3O)nn2)cc1	-4	7	-11	7	1.2	3	6	4	2
COc1ccc(C(=O)c2nccc3ccccc23)cc1	-1	5	-3	3	2.2	2	5	-1	-4
CC(C)C(NC(=O)CSc1ccc(Cl)cc1)C(C)C	3	-11	-4	-12	-1.4	-1	-7	6	2
CC1(C)Cc2c(sc3nc(NCCN4CCOCC4)n4ncnc4c23)CO1	-1	-5	-11	-2	0.6	4	-3	13	4
COc1ccc(NC(=S)N2CCN(c3ccc([N+](=O)[O-])cc3)CC2)cc1OC	0	-18	-1	6	0.7	-1	5	8	2
COCCn1nnnc1C(c1ccccn1)N1CCN(c2cc(Cl)ccc2C)CC1 (configuration not stated)	-7	3	-2	5	1.1	14	0	5	5
CCc1nnc(NS(=O)(=O)c2ccc(NS(=O)(=O)c3ccccc3)cc2)s1	-1	-8	-2	9	0.7	-2	2	9	1
CSc1cccc(NC(=O)C2CCN(C(=O)c3ccccc3C)CC2)c1	-2	-19	-8	-11	0.2	2	11	5	1
CCOC(=O)c1csc(NNC=O)n1	6	-13	-2	3	0.4	4	6	6	1
O=C(/C=C/c1ccc(N2CCC(c3ccccc3)=N2)cc1)c1ccccc1	-70	2	-14	-3	-0.2	3	-9	4	-1
